# High-throughput results: PubChem, National Center for Advancing Translational Sciences (NCATS)
# BRCA1 expr act: qHTS Assay to Identify Small Molecule Activators of BRCA1 Expression; MCF7-BRCA1-FFLuc reporter, luminescence, 48 h; response scale: scaled: vehicle 0%, 10 µM genistein 100%; Potency, µM (top dose mostly 46.1 µM), inactives show at the top dose activation, hits mostly activators; 380,000 compounds, 1.1% hits; AID 624202, 2012; note: nearly all actives have a fitted effect of over 80% in size; some results filed as inactive show a strong effect at the top dose
#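 Luminescence from a BRCA1-driven firefly luciferase in MCF7 cells was read after 48 h compound exposure at 37 C. Data normalized against DMSO and a 10microM genistein activation control, then curve-fitted across the titration.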
# FLuc counter: qHTS profiling assay for firefly luciferase inhibitor/activator using purifed enzyme and Km concentrations of substrates (counterscreen for miR-21 project); purified FLuc, Km substrates, luminescence inhibition; Potency, µM (top dose mostly 57.5 µM), without a hit: top-dose activity change, negative = inhibition, most hits filed as inhibitors; 360,000 compounds, 6.9% hits; AID 588342, 2011;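 note: plate controls were vehicle for no effect and reference inhibitor for full effect; nearly all actives have a fitted effect of over 55% in size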
# Target sequence (P08659 whole entry, looked up): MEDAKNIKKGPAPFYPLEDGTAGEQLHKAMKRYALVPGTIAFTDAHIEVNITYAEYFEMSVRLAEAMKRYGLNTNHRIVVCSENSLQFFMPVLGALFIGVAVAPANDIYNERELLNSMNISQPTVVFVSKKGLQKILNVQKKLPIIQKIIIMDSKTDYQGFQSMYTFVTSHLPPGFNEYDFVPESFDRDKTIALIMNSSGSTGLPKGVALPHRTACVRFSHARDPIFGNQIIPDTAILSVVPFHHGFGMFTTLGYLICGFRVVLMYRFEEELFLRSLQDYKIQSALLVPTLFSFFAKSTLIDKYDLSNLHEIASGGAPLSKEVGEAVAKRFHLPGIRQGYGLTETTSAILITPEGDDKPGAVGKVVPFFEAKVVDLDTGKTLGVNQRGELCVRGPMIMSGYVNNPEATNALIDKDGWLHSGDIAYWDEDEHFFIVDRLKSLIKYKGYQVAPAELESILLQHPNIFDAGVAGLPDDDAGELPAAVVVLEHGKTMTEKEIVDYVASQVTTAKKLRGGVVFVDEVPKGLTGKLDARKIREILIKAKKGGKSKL
#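 Purified P. pyralis luciferase (10nM final) with 10uM D-luciferin and 10uM ATP (Km levels) in 50mM Tris acetate pH 7.5, 10mM Mg acetate, 0.01% Tween-20, 0.05% BSA; qHTS 6-point titration, ~60 µM downward; luminescence read.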
# An asterisk follows results filed as active; ? = inconclusive. Calls come from the whole dose curve; as a rule, active = well fitted curve in the direction sought with a large enough effect; inconclusive = small, poorly fitted or top-dose-only effect, or another doubt; inactive = no such curve, though single readings can be large; an effect the other way counts as inactive or inconclusive. Potency is the fitted concentration of half-maximal effect.
# Below each compound: BRCA1 expr act	FLuc counter
Cc1ccc(C)c(CN2C(=O)N(c3cc(Cl)ccc3C)S(=O)(=O)c3ccccc32)c1
  4%	0%
CCCCC(CC)Cn1c(Oc2ccccc2)nc2c1c(=O)n(C)c(=O)n2C (configuration not stated)
  -11%	-10%
Cc1ccc(Cn2c(C(=O)O)c(CNC3CCCCC3)c3ccc(C)cc32)cc1
  10%	-2%
CCN(C(=O)c1coc(=O)c2ccccc12)c1ccccc1C
  2%	-6%
O=C(COc1ccc(F)cc1)Nc1ccc2nc(SCc3ccccc3)sc2c1
  0%	-10%
COc1ccc(CN2C(=O)C(NC(=O)c3ccccc3OC)(C(F)(F)F)N=C2c2ccccc2)cc1 (configuration not stated)
  -33%	5%
Cc1nn(-c2ccc(F)cc2)c(-n2cccc2)c1C(=O)NCCCN1CCN(c2ccccc2F)CC1
  -28%	-9%
COc1ccc(-c2nnc(SCC(=O)N(C)C3CCCCC3)o2)cc1OC
  13%	?
Cc1cccc(-c2nc3nc(C)cc(N4CCN(c5ccccc5)CC4)n3n2)c1
  0%	-1%
CCCc1nn2c(=O)cc(COC(=O)C3CCCCC3)nc2s1
  3%	-17%
CCOC(=O)N1CCN(c2ncc3c(n2)CC(c2ccc(Cl)cc2)CC3=O)CC1 (configuration not stated)
  0%	-17%
CCc1ccc(NC(=O)CCS(=O)(=O)c2cc3c(cc2Cl)NC(=O)CO3)cc1
  -10%	0%
CCOc1ccc(NC(=O)NCCc2c(C)nn(C)c2C)cc1
  4%	-3%
Cc1ccc(NCc2cc3cc4c(cc3n(CC(=O)Nc3ccc(C)cc3)c2=O)OCCO4)cc1
  -6%	?
COc1ccccc1C1CC(=O)NC(C)=C1C(=O)OC1CCCCCC1 (configuration not stated)
  4%	-2%
Cc1ccc(-n2c(SCc3ccccc3)nc3c([nH]c4ccccc43)c2=O)cc1
  23%	1%
Cn1c(=O)n(CC(=O)O)c(=O)c2c1nc1n2CCCN1c1ccc(Cl)cc1
  10%	0%
Cc1ccc(S(=O)(=O)c2cn(CC(=O)Nc3ccc4c(c3)OCO4)c3ccc(F)cc3c2=O)cc1
  -27%	3%
COc1ccccc1N1CCN(CC(O)COc2ccc(C)cc2C(C)(C)C)CC1 (configuration not stated)
  -69%	-9%
O=C(CSc1nc2c([nH]c3ccccc32)c(=O)n1-c1ccc(F)cc1)NCc1ccccc1
  -7%	-1%

# Five entries from above, with bars between the fields:
SMILES | BRCA1 expr act | FLuc counter
COc1ccccc1C1CC(=O)NC(C)=C1C(=O)OC1CCCCCC1 (configuration not stated) | 4% | -2%
CCOc1ccc(NC(=O)NCCc2c(C)nn(C)c2C)cc1 | 4% | -3%
Cc1ccc(Cn2c(C(=O)O)c(CNC3CCCCC3)c3ccc(C)cc32)cc1 | 10% | -2%
Cn1c(=O)n(CC(=O)O)c(=O)c2c1nc1n2CCCN1c1ccc(Cl)cc1 | 10% | 0%
Cc1ccc(S(=O)(=O)c2cn(CC(=O)Nc3ccc4c(c3)OCO4)c3ccc(F)cc3c2=O)cc1 | -27% | 3%

# (continued)
# Below each compound: BRCA1 expr act	FLuc counter
Cc1nn(C(=O)c2cccc(Cl)c2)c(C)c1S(=O)(=O)N1CCOCC1
  26%	?
COc1cc2c(cc1OC)C(COc1cc(C)cc(C)c1)N(C(=O)C(C)(C)C)CC2 (configuration not stated)
  -16%	4%
COc1cc2c(C(=O)N(C)c3cccc(C(F)(F)F)c3)cn(CC(C)C)c(=O)c2cc1OC
  -20%	3%
COc1ccc(OCCSc2nc3ccccc3n2CC(=O)N2CCOCC2)cc1
  0%	-7%
CN(C)c1ccc(CNC(=O)C2CCN(c3nnc(-n4cccc4)s3)CC2)cc1
  -5%	0%
Cc1ccc(NC(=O)CN2c3ccccc3S(=O)(=O)c3ccccc32)cc1F
  -37%	-15%
CCn1c(=N)c(C(=O)NC2CCCC2)cc2c(=O)n3ccccc3nc21
  0%	-3%
O=C(c1ccc(F)cc1)n1nc(-c2ccccc2)nc1NCc1ccc(F)cc1
  22%	0%
CC(=O)N1CCCC1c1nc2ccccc2n1Cc1ccc(F)cc1 (configuration not stated)
  0%	0%
CCc1ccccc1NC(=O)c1ccc2c(c1)nnn2C1CCCC1
  -18%	-9%
COc1ccccc1CNC(=O)CCCCn1c(=O)c2ccccc2n(Cc2ccccc2C)c1=O
  -20%	-10%
CCCN(CCC)CCCNC(=O)Cn1cnc2onc(-c3ccc(F)cc3)c2c1=O
  2%	-1%
COc1ccccc1CNC(=O)CSC1=Nc2ccccc2N=C(c2ccc(F)cc2)C1
  -8%	-19%
COc1ccc(N2C(=O)CS(=O)(=O)C23C(=O)N(Cc2ccc(C)cc2)c2ccccc23)cc1Cl (configuration not stated)
  -16%	5%
Cc1ccc(CNC(=O)c2ccc3c(c2)N(Cc2cccc(Cl)c2)C(=O)CS3)cc1
  -37%	-7%
CC1=C(C(=O)OCC2CCCCC2)C(c2ccc(Cl)cc2)CC(=O)N1 (configuration not stated)
  -19%	-16%
Fc1ccc2c(c1)-c1c(cnc3cc(-c4ccc(Cl)cc4)nn13)CO2
  -3%	1%
CCc1cccc(C)c1Nc1c(-c2cccc(O)c2)nc2cnccn12
  0%	-1%
Cc1nc2c(-c3ccccc3)c(C)nn2c(C)c1CCC(=O)NCc1cccc(Cl)c1
  6%	-6%
Cc1c(NC(=O)c2cc([N+](=O)[O-])ccc2N2CCOCC2)cccc1-c1nc2ccccc2o1
  -47%	?

CCn1cc2nc(SCc3cc(C)ccc3C)n(Cc3ccc(OC)cc3)c(=O)c2n1
- BRCA1 expr act = -6%
- FLuc counter = -7%

COc1cc(Cl)c(C)cc1NC(=O)Cn1ncc2c1-c1cc(C)ccc1OC2
- BRCA1 expr act = 18%
- FLuc counter = -5%

CCOc1ccc(NC(=O)Cn2c(=O)cc(C)c3c(C)nn(C)c32)cc1
- BRCA1 expr act = 0%
- FLuc counter = -11%

Cc1ccc(-n2ccnc(NCCc3ccccc3)c2=O)cc1C
- BRCA1 expr act = 54%
- FLuc counter = -10%

CCC(CC)C(=O)N1CCc2cc(OC)c(OC)cc2C1COc1ccccc1OC (configuration not stated)
- BRCA1 expr act = -10%
- FLuc counter = -4%

O=C(Cn1c(=O)n(CCc2ccccc2)c(=O)c2c3c(sc21)CCCC3)Nc1ccc(F)c(F)c1
- BRCA1 expr act = 12%
- FLuc counter = -1%

CCOC(=O)C1=C(CN2CCC(C)CC2)NC(=O)NC1c1ccc(OC(C)C)cc1 (configuration not stated)
- BRCA1 expr act = -9%
- FLuc counter = -12%

CCc1cccc(NC(=O)Cn2c(=O)n(CCc3ccc(OC)c(OC)c3)c(=O)c3ccccc32)c1
- BRCA1 expr act = 0%
- FLuc counter = -2%

CCc1ccccc1NC(=O)C1CCN(c2nn3c(=O)cc(C)nc3s2)CC1
- BRCA1 expr act = 24%
- FLuc counter = -7%

Cc1oc2ncnc(N3CCCCC3)c2c1C(=O)NCC1CCN(Cc2ccc(F)cc2)CC1
- BRCA1 expr act = -6%
- FLuc counter = 3%

COc1ccc(CC(=O)Nc2nnc3n2CCS3)cc1
- BRCA1 expr act = 18%
- FLuc counter = 1%

CCCN(C(=O)Cn1cnc2sc(C)c(S(=O)(=O)N3CCN(c4ncccn4)CC3)c2c1=O)c1cccc(C)c1
- BRCA1 expr act = 0%
- FLuc counter = -3%

CCn1cc2nc(SCc3ccc(F)cc3)n(CCc3ccccc3)c(=O)c2n1
- BRCA1 expr act = -45%
- FLuc counter = -1%

CCCCc1c(C)nc2c(-c3ccc(Cl)cc3)c(C)[nH]n2c1=O
- BRCA1 expr act = -1%
- FLuc counter = -19%

Cc1cc(C)cc(NC(=O)C(Cc2ccccc2)NS(=O)(=O)c2ccc3c(c2)c(=O)n(C)c(=O)n3C)c1 (configuration not stated)
- BRCA1 expr act = -35%
- FLuc counter = 7%

COc1cccc(NC(=O)Cn2c(=O)n(CCc3cccc(C)c3)c(=O)c3ccccc32)c1
- BRCA1 expr act = 2%
- FLuc counter = ?

COc1ccc(CCNC(=O)CCc2c(C)nc3c(-c4ccc(F)cc4)c(C)nn3c2C)cc1OC
- BRCA1 expr act = -1%
- FLuc counter = -1%

Cc1cccc(N2C(=O)N(Cc3cccc(C#N)c3)c3ccccc3S2(=O)=O)c1
- BRCA1 expr act = 0%
- FLuc counter = -5%

O=C(Cc1ccccc1)Nc1c(C(=O)Nc2ccccc2F)oc2ccccc12
- BRCA1 expr act = 11%
- FLuc counter = 2%

COc1cccc(C(=O)Nc2c(C(=O)c3ccc(F)cc3)oc3ccccc23)c1
- BRCA1 expr act = 20%
- FLuc counter = -1%

O=C(CSc1nc2ccsc2c(=O)n1-c1ccc(Br)cc1)NCc1ccc(Cl)cc1
- BRCA1 expr act = 22%
- FLuc counter = 6%

Cc1ccccc1NC(=O)c1cc2c(-c3ccccc3)nn(-c3ccccc3)c2s1
- BRCA1 expr act = -2%
- FLuc counter = 0%

O=C(CSc1nc2c([nH]c3ccccc32)c(=O)n1-c1ccc(Cl)cc1)N1CCc2ccccc21
- BRCA1 expr act = 20%
- FLuc counter = -3%

COc1cccc(NC(=O)C2CCC(CNS(=O)(=O)c3csc(C(N)=O)c3)CC2)c1 (configuration not stated)
- BRCA1 expr act = -4%
- FLuc counter = -2%

Fc1cccc(-c2nnn3c2nc(NCCc2ccccc2)c2ccccc23)c1
- BRCA1 expr act = 0%
- FLuc counter = 3%

CCOC(=O)c1cccc(NC(=O)CCc2c(C)nn(-c3ccc(N4CCOCC4)nn3)c2C)c1
- BRCA1 expr act = -5%
- FLuc counter = ?

Cc1ccc(OCCSc2nc3ccc(NC(=O)c4ccc(F)cc4)cc3s2)cc1
- BRCA1 expr act = 4%
- FLuc counter = 0%

Cc1cccc(OCC(=O)Nc2ccc(Cl)c(-c3nc4ncccc4o3)c2)c1C
- BRCA1 expr act = 17%
- FLuc counter = 1%

CCOCN(C(=O)CSc1nc2ccccc2[nH]1)c1c(C)cccc1CC
- BRCA1 expr act = -59%
- FLuc counter = -10%

COc1ccc(NC(=O)Cn2c(=O)n(-c3ccc(CC(=O)NCC4CCCO4)cc3)c(=O)c3ccccc32)c(OC)c1 (configuration not stated)
- BRCA1 expr act = 13%
- FLuc counter = 2%

O=C(NCc1ccc(F)cc1)c1c(O)nc2ccccn2c1=O
- BRCA1 expr act = -20%
- FLuc counter = 3%

CCc1nn(CCCC(=O)N2CCN(c3cc(Cl)ccc3C)CC2)c(=O)c2cc3occc3n12
- BRCA1 expr act = -17%
- FLuc counter = -19%

CC1=C(C(=O)Nc2ccccc2C)C(c2cccs2)n2nc(SCc3ccccc3)nc2N1 (configuration not stated)
- BRCA1 expr act = 0%
- FLuc counter = 2%

CCCOc1ccc(CNC(=O)C2CCN(c3nc4ccccc4nc3C(F)(F)F)CC2)cc1
- BRCA1 expr act = 3%
- FLuc counter = 6%

COc1cc(NC(=O)NCCc2c(C)nn(C)c2C)cc(OC)c1OC
- BRCA1 expr act = 0%
- FLuc counter = -8%

CSc1nn(CC(=O)Nc2ccc(C)cc2C)c(N)c1S(=O)(=O)c1ccc(Cl)cc1
- BRCA1 expr act = -20%
- FLuc counter = -1%

COc1cc(C)ccc1OCCSc1nc2ccc(NC(=O)c3cccs3)cc2s1
- BRCA1 expr act = -25%
- FLuc counter = -3%

Cc1ccc(C)c(N2CCN(C(=O)CS(=O)(=O)c3cccc4nsnc34)CC2)c1
- BRCA1 expr act = -12%
- FLuc counter = -8%

Cc1cc(C)cc(-n2ccnc2SCC(=O)Nc2nc3ccc(C)cc3s2)c1
- BRCA1 expr act = -1%
- FLuc counter = -1%

Cc1ccc(Cc2nc3ccccc3nc2SCC(=O)N2CCC(C)CC2)cc1
- BRCA1 expr act = -19%
- FLuc counter = -17%

Cc1cc(NC(=O)Cn2c(=O)nc(-c3ccccc3F)c3cc(Cl)ccc32)ccc1Br
- BRCA1 expr act = 8%
- FLuc counter = -10%

Cc1ccc(-n2c(=O)c3ccc(C(=O)NCc4ccccc4Cl)cc3n(CC(=O)Nc3ccc(C)cc3C)c2=O)cc1
- BRCA1 expr act = -2%
- FLuc counter = -2%

# Record cards, as listed above.
# Record of Cc1cc(NC(=O)Cn2c(=O)nc(-c3ccccc3F)c3cc(Cl)ccc32)ccc1Br → BRCA1 expr act: 8%; FLuc counter: -10%
# Record of Cc1ccc(C)c(N2CCN(C(=O)CS(=O)(=O)c3cccc4nsnc34)CC2)c1 → BRCA1 expr act: -12%; FLuc counter: -8%
# Record of CC1=C(C(=O)Nc2ccccc2C)C(c2cccs2)n2nc(SCc3ccccc3)nc2N1 (configuration not stated) → BRCA1 expr act: 0%; FLuc counter: 2%

# 4 compounds drawn at random from the list so far:
CCOCN(C(=O)CSc1nc2ccccc2[nH]1)c1c(C)cccc1CC
- BRCA1 expr act = -59%
- FLuc counter = -10%

CC(=O)N1CCCC1c1nc2ccccc2n1Cc1ccc(F)cc1 (configuration not stated)
- BRCA1 expr act = 0%
- FLuc counter = 0%

COc1cc(Cl)c(C)cc1NC(=O)Cn1ncc2c1-c1cc(C)ccc1OC2
- BRCA1 expr act = 18%
- FLuc counter = -5%

CSc1nn(CC(=O)Nc2ccc(C)cc2C)c(N)c1S(=O)(=O)c1ccc(Cl)cc1
- BRCA1 expr act = -20%
- FLuc counter = -1%

# Only part of the results is shown; the hit share may differ from the screen's.
